tim10-1 inh = growth inhibitors of tim10-1 mutant yeast | AID 463190 | S. cerevisiae tim10-1 ts strain growth, BacTiter-Glo, 24 h | hit rate 2.2% among 330,000 | inhibition, % at 20 µM;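 active = inhibition of at least 40%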;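 also: mutant grown at 25 °C; 0% = DMSO wells with yeast and 100% = wells holding no yeast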
Mdm2 MdmX PPI = human Mdm2/MdmX binding inhibition. AID 485346. O15151+Q00987. SaOS-2 split-luciferase Mdm2/MdmX complementation, luminescence. hit rate 3% among 330,000. inhibition, % at 8 µM;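 active = inhibition of at least 50% at 8 µM in the primary screen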
UPR XBP1 act = activators of adaptive arm of unfolded protein response (XBP1). CHO-XBP1 luciferase reporter, IRE1-XBP1 UPR activation, luminescence; percent of tunicamycin response, DMSO as zero. hit rate 0.33% among 330,000. activation, % at 20 µM. AID 463104;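 active = versus positive control, 20 µM dose yields 30% or more activation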;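 also: 100% = tunicamycin at 10 µg/mL and 0% = DMSO only wells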
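Material: CHO cell line with stable XBP1 luciferase reporter; schedule: 16-18 h cell attachment at 37 °C, then 6 h compound exposure; signal: glow luminescence from Steady-Glo reagent; medium: serum-containing F12 medium, 10% FBS; benchmarks: tunicamycin 10 µg/mL and vehicle-only wells; read-out: percent activation relative to tunicamycin reference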
NR3A LBD binder = modulates the human NR3A ligand-binding domain; NR3A LBD differential scanning fluorimetry, Tm shift; 0% = protein alone, 100% = glycine-bound protein; Tm shift relative to glycine control, % at 25 µM; hit rate 2.5% among 340,000; AID 1259313;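 active = melting temperature shift of at least 10% of the positive control shift, at one fixed dose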
APJ agonist = activates the human apelin receptor APJ | P35414 | CHO-K1 APJ PathHunter beta-arrestin, luminescence; 0% DMSO wells, 100% apelin | activation, % at 20 µM | hit rate 0.11% among 330,000 | AID 2520;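 active = activation more than six SD over the plate average, tested at 20 µM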;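 also: 0% = DMSO alone and 100% = apelin-13 at 10 nM; some results filed as inactive read as strong as hits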
Target sequence (P35414 whole entry, looked up): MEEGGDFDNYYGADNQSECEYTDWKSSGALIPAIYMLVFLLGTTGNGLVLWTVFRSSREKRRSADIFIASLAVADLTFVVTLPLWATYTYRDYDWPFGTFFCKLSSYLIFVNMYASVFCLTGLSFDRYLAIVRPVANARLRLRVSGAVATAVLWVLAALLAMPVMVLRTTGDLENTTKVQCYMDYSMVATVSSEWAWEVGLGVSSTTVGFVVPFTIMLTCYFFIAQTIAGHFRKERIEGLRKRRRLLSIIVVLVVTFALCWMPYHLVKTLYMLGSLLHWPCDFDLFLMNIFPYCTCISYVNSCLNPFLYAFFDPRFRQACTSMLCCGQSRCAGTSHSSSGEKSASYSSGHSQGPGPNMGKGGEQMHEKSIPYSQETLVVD
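Assay system: CHO-K1 APJ beta-arrestin complementation cell line / Compound: single test compound dose, 20 µM final, 1% DMSO / Times: overnight seeding, 90 min compound at 25 °C, 1 h detection / Technique: beta-gal luminescence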
NLRP3 yeast inh = inhibitors of NALP3 inflammasome in yeast; AID 2825; inhibition, % at 10 µM; hit rate 0.39% among 330,000; Yeast reconstituted NLRP3/ASC/caspase-1, beta-gal luminescence, 24 h;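 active = inhibition of 50% or more; inactive = inhibition below 50%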;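 also: plate controls were induced DMSO wells for no effect and uninduced yeast grown without galactose for full effect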
CHOP UPR activ = apoptotic UPR (CHOP) activation. activation, % at 10 µM. CHO-CHOP luciferase reporter, luminescence; percent of tunicamycin response over DMSO baseline. hit rate 0.34% among 330,000;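 active = at 10 µM dose, activation of 40% or more, normalized to positive control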;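 also: 100% = tunicamycin at 10 µg/mL and 0% = DMSO alone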
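Test system: CHO CHOP reporter cells. Input: 500 CHO-CHOP cells per well. Medium: F12 with 10% FBS. Technique: luciferase luminescence. Measure: percent activation relative to tunicamycin control. Dosing: 10 µM compound, 0.5% DMSO. Timing: 16-18 h cell attachment, then 6 h compound exposure, 37 °C.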
TIM10 inh = growth inhibitors of TIM10 yeast strain | AID 463195 | inhibition, % at 10 µM | hit rate 1.4% among 330,000 | S. cerevisiae TIM10 strain growth, BacTiter-Glo luminescence, 24 h;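 active = inhibition of 40% or more at the single tested concentration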;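 also: wild-type TIM10 isogenic control strain grown at permissive 25 °C; 0% = DMSO yeast wells and 100% = minimal medium wells without yeast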
tim23-1 inh = tim23-1 yeast growth inhibition. S. cerevisiae tim23-1 growth, BacTiter-Glo luminescence, 24 h. inhibition, % at 20 µM. hit rate 1.3% among 330,000;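 active = growth inhibition of the mutant yeast at or above 50%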;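 also: temperature-sensitive mutant grown at 25 °C; plate controls were DMSO-treated mutant yeast for no effect and medium wells lacking yeast for full effect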
* marks the source's active call; other numbers are inactive results; . = not tested or not shown.

SMILES	tim10-1 inh	Mdm2 MdmX PPI	UPR XBP1 act	NR3A LBD binder	APJ agonist	NLRP3 yeast inh	CHOP UPR activ	TIM10 inh	tim23-1 inh
COc1cc(OC)cc(C(=O)N[C@H](C(=O)N2CCc3ccccc32)C(C)C)c1	11.2	34.1	-3.8	-8.7	-1.7	17.8	5.8	2.4	9.7
O=c1oc(CCO)cc2ccc(Br)cc12	-18.3	10.2	0.1	2.1	-2.8	22.1	0.3	-20.4	-4.0
COc1cc(-n2cnnn2)ccc1S(=O)(=O)N1CCOCC1	7.0	7.4	5.6	2.6	-3.0	-6.5	-2.0	3.4	1.7
CS(=O)(=O)NNC(=O)c1sccc1OCc1ncc(C(F)(F)F)cc1Cl	0.6	-18.4	-3.2	-0.1	-0.1	6.3	-0.9	-10.7	-0.5
COCc1nc2oc3ccccc3c(=O)c2cc1C(=O)OC	-20.5	-41.1	-1.3	0.9	-4.5	5.1	4.1	-3.1	27.9
O=C(CCC(=O)N1CCCC1)N1CCCC1	13.8	6.5	-1.3	0.7	-1.7	1.4	-0.3	-4.2	-8.8
CCN1CCN(c2ncnc3c2sc(=S)n3-c2ccccc2)CC1	8.1	4.0	-1.2	4.3	-4.0	20.9	-1.0	-43.9	-2.1
CCN(CC(=O)Nc1c(F)cccc1F)C(=O)c1cc(S(=O)(=O)NCc2ccccc2)ccc1C	-2.5	2.4	-2.0	-1.0	-1.2	-13.9	1.3	1.2	5.4
COCCN(C(=O)COC(=O)c1c(-c2ccccc2)noc1C)c1c(N)n(Cc2ccccc2)c(=O)[nH]c1=O	-7.5	-2.3	0.5	-2.1	1.3	11.2	1.0	13.6	-8.3
Cc1cc(C)nc(NS(=O)(=O)c2ccc(NC(=O)C3(c4ccccc4)CCCC3)cc2)n1	25.0	11.3	-0.5	-2.0	-2.0	22.9	-0.9	-7.7	9.5
O=C(COC(=O)CC1Sc2ccccc2NC1=O)NCc1ccccc1 (stereo not given)	22.5	-6.1	-0.9	-1.6	-4.7	11.5	-1.0	5.2	18.6
COc1ccccc1CNC(=O)C(NC(=O)c1ccc(C)cc1)C(C)C (stereo not given)	-7.1	19.8	-0.3	-2.3	-2.5	24.9	-1.6	-2.3	5.3
CCCc1c(C(=O)N/N=C/c2ccncc2)nnn1-c1nonc1N	4.5	2.9	6.1	3.5	1.3	12.4	-1.5	-30.9	-10.8
CCOC(=O)CCc1c(C)c2ccc(OCc3ccc([N+](=O)[O-])cc3)cc2oc1=O	-15.6	-17.4	-1.3	3.7	-0.5	-5.8	0.8	-8.8	-10.9
O=C(O)/C(=C\c1ccco1)NC(=O)c1cccc2ccccc12	16.4	4.1	1.9	0.0	-1.4	10.4	0.9	-1.3	2.4

2 entries from above, as comma-separated lines.
canonical_smiles,tim10-1 inh,Mdm2 MdmX PPI,UPR XBP1 act,NR3A LBD binder,APJ agonist,NLRP3 yeast inh,CHOP UPR activ,TIM10 inh,tim23-1 inh
COc1ccccc1CNC(=O)C(NC(=O)c1ccc(C)cc1)C(C)C (stereo not given),-7.1,19.8,-0.3,-2.3,-2.5,24.9,-1.6,-2.3,5.3
CCCc1c(C(=O)N/N=C/c2ccncc2)nnn1-c1nonc1N,4.5,2.9,6.1,3.5,1.3,12.4,-1.5,-30.9,-10.8

Next structures.
SMILES	tim10-1 inh	Mdm2 MdmX PPI	UPR XBP1 act	NR3A LBD binder	APJ agonist	NLRP3 yeast inh	CHOP UPR activ	TIM10 inh	tim23-1 inh
Cc1nn(CC(=O)NCc2cccc(F)c2)c(=O)c2cccn12	0.9	-3.9	-2.5	3.4	-4.6	23.4	0.6	2.9	-6.8
CSc1ccccc1NC(=O)c1csc(C)c1	9.9	6.5	0.4	2.4	-8.3	9.0	2.6	10.5	4.5
COc1ccccc1CNS(=O)(=O)c1cc(C(=O)NCC2CCCO2)c(Cl)cc1Cl (stereo not given)	6.1	8.9	-3.5	0.5	-6.1	4.4	-1.0	1.7	13.2
COc1ccccc1N(Cc1ccccc1)S(=O)(=O)c1cccc(C(=O)Nc2ccc(C(C)=O)cc2)c1	4.2	11.1	1.6	3.2	-0.9	12.6	5.9	1.8	13.2
Cc1occc1C(=O)NNC(=O)c1ccccc1F	-1.7	-10.6	5.4	-1.0	-1.1	3.2	2.3	-9.3	-6.0
Cn1nc(C(=O)Nc2cccc(S(=O)(=O)N3CCCCC3)c2)c2ccccc2c1=O	10.9	63.2*	2.1	-11.0	2.9	-5.6	1.7	-2.8	15.0
Cc1ccc(S(=O)(=O)N2CCN(C(=O)COC(=O)/C=C/c3ccccc3F)CC2)c(C)c1	-8.7	4.7	0.2	1.1	-1.0	-1.7	2.6	3.8	-9.6
O=C(N/N=C\c1c(F)c(F)c(F)c(F)c1F)c1ccc(-c2ccccc2)cc1	-1.7	25.0	-2.7	2.3	9.8	22.5	0.7	4.0	8.3
Cc1ccc2c(c1)C(C)(C)[C@]1(C)NC(=O)CCN21	-1.0	8.3	-2.8	-0.2	-1.7	-2.3	-0.1	2.7	5.6
Brc1ccc2cccnc2c1	-12.2	18.3	-2.9	0.0	2.4	15.9	0.5	4.2	5.6
CCN(CC)c1ccc(/C=N/NC(=O)c2cccc(S(=O)(=O)Nc3ccccc3OC)c2)cc1	5.2	17.6	-2.7	1.1	0.2	14.1	1.9	11.2	12.6
O=C(Nc1ccccc1O)c1cccc(S(=O)(=O)Nc2ccccc2O)c1	-26.8	21.7	5.8	3.2	1.2	0.5	2.8	-10.5	15.2
CCCCCCN(C(=O)CCCCCN1C(=O)NC(c2ccc(-c3ccccc3)cc2)C(C(=O)OCc2ccccc2)=C1C)C(C(=O)NCCCC)C1CCCCC1 (stereo not given)	2.0	16.0	-4.2	.	-4.9	-5.2	0.6	13.0	13.4
CC(=O)c1c(C)[nH]c(C(=O)OCC(=O)Nc2ccccc2Cl)c1C	4.9	24.5	-1.0	0.2	-2.5	13.5	-1.9	6.0	14.8
COc1ccc(NC(=O)O/N=C/c2c(C)nn(C(C)(C)C)c2C)cc1	21.3	25.6	-3.4	-2.1	2.0	15.3	-0.2	4.3	23.7
CCN(CC)c1cc(Oc2ccccc2)ncn1	16.3	5.2	4.4	0.9	-2.1	19.8	0.0	-41.0	12.0
C=CCN(c1ccc(C(=O)OC)cc1)S(=O)(=O)c1ccccc1	-33.4	-34.0	-1.7	-3.4	-3.6	8.5	-0.1	-9.6	-23.1
CCOC(=O)N1CCN(C2=C(NS(=O)(=O)c3ccc(NC(C)=O)cc3)C(=O)c3ccccc3C2=O)CC1	20.3	8.3	-2.7	1.0	3.8	21.9	1.3	10.0	12.7
COc1cccc(NC(=O)c2ccc(CN3CCN(c4ccccc4)CC3)cc2)c1	26.6	57.2*	-1.8	-1.9	-1.2	31.1	-0.5	51.1*	26.0
CC(C)c1nc2cc(Cl)ccc2n(Cc2ccccc2)c1=O	5.1	8.9	-2.0	-13.8	-4.6	-2.5	-0.8	10.5	22.1
O=C1C(Cc2ccccc2)NC(=S)N1Cc1ccccc1 (stereo not given)	36.0	4.4	-3.5	-2.5	-2.2	5.4	0.5	19.3	7.3
CCOC(=O)N1CCC(NCCNC(=O)c2ccccc2Cl)CC1	6.1	-2.3	-2.4	3.2	0.2	3.1	1.2	4.0	-2.0
CC(C)Oc1ccc(C2C(C(=O)c3ccco3)=C(O)C(=O)N2Cc2cccnc2)cc1 (stereo not given)	14.1	14.8	-1.0	2.0	1.9	8.0	-0.5	2.8	13.0
Cc1ccc(S(=O)(=O)N2CCN(C(=O)COC(=O)C3CCC3)CC2)cc1	2.2	6.6	-0.9	0.3	-2.0	-3.1	-0.2	-0.9	-3.7
Cc1[nH]c(C)c(S(=O)(=O)Nc2ccc(OC(F)(F)F)cc2)c1C(=O)N1CCCCC1	17.8	23.1	6.6	0.7	4.0	11.0	2.9	6.9	17.0
Cc1nn(Cc2ccc(C(=O)NC(C)(C)C)o2)c(C)c1Br	10.6	3.1	-3.8	0.3	0.0	5.3	-1.1	-7.6	14.3
Cc1ccc(N(CC(=O)NCCSc2ccccn2)S(=O)(=O)c2ccc(F)cc2)cc1	21.2	11.8	-5.5	-1.8	-3.2	12.9	1.4	24.1	11.5
CC(=O)c1ccc(NC(=O)CN2C(=O)NC(C)(c3ccc4c(c3)OCCO4)C2=O)cc1 (stereo not given)	9.0	-2.0	-1.1	1.1	-2.3	12.4	-2.6	17.7	9.0
C=C(C)C(=O)Nc1cccc(C2=NOC3(C2)C[C@@H](C(N)=O)N(C(=O)c2ccc(Cl)cc2)C3)c1 (stereo not given in full)	3.7	2.3	-2.8	-1.3	4.3	17.0	-1.4	-1.9	5.3
COc1ccc(/C=N/Nc2ccccn2)cc1OC	-8.7	2.0	5.2	2.9	-0.8	-11.1	3.2	5.3	-1.6

Only TIM10 inh (2 entries from above):
Molecule | TIM10 inh
CCN(CC)c1cc(Oc2ccccc2)ncn1 | -41.0
Cc1ccc(S(=O)(=O)N2CCN(C(=O)COC(=O)C3CCC3)CC2)cc1 | -0.9

Going on with the list.
SMILES	tim10-1 inh	Mdm2 MdmX PPI	UPR XBP1 act	NR3A LBD binder	APJ agonist	NLRP3 yeast inh	CHOP UPR activ	TIM10 inh	tim23-1 inh
COc1ccc(NC(=O)c2ccc(NCCN3C(=O)CCC3=O)c([N+](=O)[O-])c2)cc1	-18.6	11.2	-5.1	-6.1	-2.7	14.9	0.6	-17.5	-9.5
CC1CCN(S(=O)(=O)c2ccc3c(c2)N(CC(=O)NCCCN2C(C)CCCC2C)C(=O)CO3)CC1 (stereo not given)	-7.3	14.3	-2.3	0.0	1.0	16.0	0.0	9.0	-18.1
Cc1nc(NC(=O)/C=C/c2ccc(Cl)cc2Cl)sc1C(=O)N(C)C	6.6	9.6	-0.4	2.3	-1.8	15.0	-0.4	6.9	1.9
CCC(=O)c1ccc(OCC(=O)Nc2ccc3c(c2)OCCO3)cc1	-30.0	-69.8	-0.6	5.4	-2.6	0.3	1.5	-21.2	-12.7
CC(C(=O)NC(N)=O)N1C(=O)NC(c2ccccc2)(c2ccccc2)C1=O (stereo not given)	9.9	13.7	1.8	-0.2	-1.6	13.0	-1.1	9.9	-2.4
Cc1ccc(NCC(=O)Nc2cccc(S(=O)(=O)N(C)C)c2)c(Cl)c1	29.9	7.8	-1.4	9.7	2.3	2.5	1.5	16.4	2.6
COc1cccc(C2C(C#N)=C(N)N(N(C)C)C3=C2C(=O)CC(C)(C)C3)c1OC (stereo not given)	13.5	11.2	2.3	-1.7	0.7	12.8	-0.3	2.2	6.7
O=C(N/N=C/C1CC2CCC1C2)C1CC1 (stereo not given)	6.1	3.5	1.4	1.7	-5.5	3.5	1.2	-5.4	-2.7
CCN1CCN(C(=O)C2CCC(=O)N(CCCN3CCCC3=O)C2)CC1 (stereo not given)	15.6	-3.5	-1.6	-2.8	-2.0	0.8	1.8	-6.5	13.4
CCc1nc(SCC(=O)Nc2ccc3c(c2)OCCO3)c2oc3ccccc3c2n1	-1.4	85.9*	3.0	8.8	4.7	15.0	-0.1	-23.4	4.6
Clc1ccc(/C=N/N2CCCCC2)cc1	-15.4	-0.7	4.4	2.0	-4.1	8.2	3.1	-2.5	-0.8

Compound activity deposited in PubChem by Sanford-Burnham Center for Chemical Genomics.
